Screens (PubChem BioAssay)
NPY-Y1 PAM-ag: NPY-Y1 receptor potentiators or agonists, primary screen, cell-based; NPY-Y1 expressing cells, potentiator/agonist activation; Neuropeptide Y receptor type 1 (Homo sapiens), P25929; AID 1304, 2008; activation, % at 3.6 µM; hit rate 0.37% among 220,000; in the data active = activation above about 33%, passing the limit was not always enough;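 also: cells stimulated with NPY at EC10 then isoproterenol at EC100; 0% = low agonist plus stimulus and 100% = saturating agonist plus stimulus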
NPY-Y2 PAM-ag: NPY-Y2 potentiators or agonists, primary screen, cell-based; Neuropeptide Y receptor type 2 (Homo sapiens), P49146; cells expressing NPY-Y2, potentiator/agonist read-out; activation, % at 3.6 µM; hit rate 0.45% among 220,000; AID 1359, 2008; in the data active = activation above about 27%;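 also: cells stimulated with NPY near EC25 plus isoproterenol at EC100; 0% = vehicle plus submaximal agonist and 100% = vehicle plus saturating agonist; some results beyond the cut were filed as inactive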
eIF4E-4G inh: eIF4E–eIF4G protein interaction inhibitors, primary screen, biochemical, uHTS, TR-FRET, eIF4GI fragment; TR-FRET eIF4E-eIF4GI(517-606) binding, 2 h; inhibition, % at 21.7 µM; hit rate 0.37% among 220,000; AID 782, 2007;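 active = inhibition above about 30%, limit read from the data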;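 also: 0% = full FRET control wells and 100% = background wells lacking eIF4GI fragment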
EP2 mod: EP2 receptor modulators, cAMP readout, primary screen, cell-based, HTRF cAMP, PGE2 stimulation | Prostaglandin E2 receptor EP2 subtype (Homo sapiens), P43116 | EP2-expressing cells, cAMP HTRF FRET, PGE2 co-stimulation | induction, % at 25 µM | hit rate 0.83% among 260,000;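 active = compounds whose cAMP rise, as percent of the full-agonist control response, exceeds 60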;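 also: rat C6 glioma line stably carrying human EP2 under a CMV promoter; the protocol text gives 20 µM as final concentration; 100% = response of wells given 1 µM PGE2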
EP2 antag: human EP2 receptor antagonists, primary screen, TR-FRET cAMP, C6 glioma cells. Prostaglandin E2 receptor EP2 subtype (Homo sapiens), P43116. AID 1422, 2008. hit rate 0.52% among 260,000. inhibition, % at 25 µM. C6 glioma cells expressing human EP2; cells stimulated with saturating PGE2;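 active = percent inhibition above 40 after rounding to a whole number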;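 also: rat C6 glioma host cells with rolipram phosphodiesterase inhibitor present; the protocol text gives 20 µM as final concentration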
p97 inhibitor: inhibitors of human p97 ATPase, primary screen, biochemical; recombinant p97 ATPase, Kinase-Glo ATP luminescence, 3 h; inhibition, % at 8 µM; hit rate 0.42% among 220,000; in the data active = inhibition above about 15%;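 also: 0% = DMSO vehicle and 100% = wells lacking enzyme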
Target sequence (P55072 whole entry, looked up): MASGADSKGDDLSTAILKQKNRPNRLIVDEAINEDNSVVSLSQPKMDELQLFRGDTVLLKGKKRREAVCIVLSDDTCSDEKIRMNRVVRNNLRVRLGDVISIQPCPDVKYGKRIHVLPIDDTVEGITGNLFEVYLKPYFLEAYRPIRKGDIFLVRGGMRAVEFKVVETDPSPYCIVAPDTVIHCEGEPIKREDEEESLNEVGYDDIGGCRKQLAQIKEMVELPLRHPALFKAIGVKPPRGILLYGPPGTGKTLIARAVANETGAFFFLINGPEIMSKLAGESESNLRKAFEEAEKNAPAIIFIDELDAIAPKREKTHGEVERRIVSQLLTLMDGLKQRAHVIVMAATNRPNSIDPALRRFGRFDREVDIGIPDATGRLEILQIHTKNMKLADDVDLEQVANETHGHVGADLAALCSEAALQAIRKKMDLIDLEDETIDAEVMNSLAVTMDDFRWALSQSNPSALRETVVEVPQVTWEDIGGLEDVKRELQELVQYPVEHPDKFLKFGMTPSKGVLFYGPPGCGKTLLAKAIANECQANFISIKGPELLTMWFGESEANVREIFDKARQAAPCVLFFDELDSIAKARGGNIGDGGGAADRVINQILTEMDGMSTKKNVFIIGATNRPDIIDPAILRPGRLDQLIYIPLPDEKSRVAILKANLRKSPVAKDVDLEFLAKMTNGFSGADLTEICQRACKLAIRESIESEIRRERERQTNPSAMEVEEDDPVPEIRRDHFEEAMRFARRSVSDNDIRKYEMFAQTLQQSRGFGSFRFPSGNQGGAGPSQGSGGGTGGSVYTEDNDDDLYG
NPY-Y1 antag: NPY-Y1 receptor antagonists, primary screen, cell-based. AID 1040, 2008. inhibition, % at 3.6 µM. hit rate 1% among 200,000. HEK293-CNG Y1 cells, membrane potential fluorescence; NPY at EC95, then isoproterenol;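 active = inhibition above the campaign mean inhibition of all tested compounds plus 3 SD, cut at about 20% in these data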;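 also: 0% = DMSO wells given NPY plus isoproterenol and 100% = isoproterenol alone without NPY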
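Material: Y1- and CNG-channel-expressing HEK293 cells / Probe or stimulus: NPY 25 nM then isoproterenol 1 µM plus Ro 20-1724 25 µM / Doses: 3.6 µM single dose, DMSO 0.4% / Schedule: compound incubation 1 h at room temperature, readout 45 min post-stimulation / Signal: membrane potential fluorescence / Benchmarks: isoproterenol-only wells as full block versus NPY-plus-isoproterenol wells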
S1P4 antagonist: S1P4 receptor antagonists, primary screen, cell-based. hit rate 0.26% among 220,000. Sphingosine 1-phosphate receptor 4 (Homo sapiens), O95977. S1P4-expressing cells, antagonist mode, reporter read-out. inhibition, % at 4.98 µM; in the data active = inhibition above about 29%;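 also: 0% = wells stimulated with agonist and 100% = vehicle wells without agonist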
S1P4 ag: S1P4 receptor agonists, primary screen, cell-based; Sphingosine 1-phosphate receptor 4 (Homo sapiens), O95977; S1P4-expressing cell line, agonist reporter assay; activation, % at 4.98 µM; hit rate 0.35% among 220,000; AID 1509, 2009; in the data active = activation above about 11%;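 also: 0% = DMSO vehicle and 100% = reference agonist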
* = called active by the depositor; x = no result given; & = joins results of further samples; [ ] = remark or other dose.

Value order: S1P4 ag	NPY-Y1 PAM-ag	eIF4E-4G inh	S1P4 antagonist	NPY-Y2 PAM-ag	EP2 antag	NPY-Y1 antag	EP2 mod	p97 inhibitor
> CC(C)NC(=O)CN1CCN(c2ncccn2)CC1
 : -1.9	-1	-5	7	10	-3&8	-5	6&-11	6
> COc1ccc(/C(N)=N/OC(=O)CSc2ccccc2)cc1
 : 1.0	-30	-9	-11	-11	8	5	-26	1
> O=C(NC(=S)NN1CCCCC1c1cccnc1)c1ccc(Br)cc1 (stereo unspecified)
 : 0.4	0	2	-3	1	10	x	1	3
> CCOC(=O)C1(C)NC(c2ccc(OC)cc2OC)C2C(=O)N(CC)C(=O)C21 (stereo unspecified)
 : 1.7	6	1	-7	4	7	1	-7	2
> COC(=O)c1cc2n(n1)CCN(Cc1ccc(F)cc1)C2=O
 : -0.9	-5	1	-8	-3	12	-1	19	4
> O=C(NCc1n[nH]c(=S)n1-c1ccc(Br)cc1)c1ccc(S(=O)(=O)N2CCOCC2)cc1
 : -0.7	8	5	0	5	6	1	33	2
> CC(=O)OC(C(=O)NCCN1CCOCC1)c1c(F)cccc1F (stereo unspecified)
 : 1.4	0	-1	-15	-10	3	-6	-2	-2
> C/C(=N/NS(=O)(=O)c1ccc(F)cc1)c1ccc(NC(=O)c2ccc(C)o2)cc1
 : 0.9	-6	5[fluorescence artefact?]	-31	3	24	0	-4	0
> NC(=O)NC(=O)COC(=O)CN1C(=O)C2CCCCC2C1=O (stereo unspecified)
 : 1.0	2	1	-2	4	11	7	7	1
> COc1cc2nc(CN(C)Cc3ccc(C(C)(C)C)cc3)[nH]c(=O)c2cc1OC
 : -0.4	12	0	1	-4	5	1	24	0
> CN=c1scc(-c2ccccc2F)n1/N=C/c1ccc(O)c(O)c1O
 : 3.2	42*	12	-14	29*	14	-1	-39	-4
> Cc1ccc(N=C2SC(C(=O)NCCc3ccccc3)CC(=O)N2C)cc1C (stereo unspecified)
 : -0.5	20	-7	8	2	8	-1	-25	2
> CCNc1nc(N)c(C(=C(C#N)C#N)c2ccccc2)s1
 : 2.2	20	1	-9	15	17	-7	-12	6
> CCCCCC(=O)Nc1nc(C)c(-c2csc(Nc3cc(OC)ccc3OC)n2)s1
 : 2.4	-15	-3	-9	-15	3	3	12	-7
> Cc1[nH]n(-c2ccccc2)c(=O)c1/C=N/c1ccccn1
 : 0.2	-14	-1	-4	2	13	1	10	-6
> COc1ccc(/C=C/C(=O)Nc2ccc(C)cc2)cc1S(=O)(=O)N1CCOCC1
 : 0.2	-7	-7	4	2	8	x	18	-1
> CCOC(=O)CNC(=O)c1nn(-c2ccc(OCC)cc2)c(=O)c2ccccc12
 : -1.4	-1	2	-13	-1	14	1	-10	5
> CC(C)CCN(C(=O)Nc1ccc(Cl)cc1)C1CCN(C(C)C)CC1
 : 0.1	6	3	0	5	1	5	-76	3
> CC1=C(C(=O)OCc2ccccc2)C(c2cccs2)N2C(=O)CCSC2=N1 (stereo unspecified)
 : 0.0	16	-3	-13	4	5	-4	-21	0
> COc1ccc(NC(=O)c2ccccc2)cc1NS(=O)(=O)c1ccc(F)cc1
 : 2.5	-15	2[fluorescence artefact?]	6	11	3	1	-5	5
> O=[N+]([O-])c1ccc(NC(=S)N2CCOCC2)cc1
 : -0.2	12	0[fluorescence artefact?]	-3	8	10	1	8	3
> CCOC(=O)c1cnc(SCc2nc(N)nc(Nc3ccc(C)cc3)n2)nc1N
 : 1.2	2	2	-36	0	7	-6	-26	-2
> CC(C)(C)C1CCc2onc(C(=O)Nc3cccc(O)c3)c2C1 (stereo unspecified)
 : 1.2	-11	-7	0	1	25	6	43	-1
> Cc1cc(C(C)(C)C)cc(S(=O)(=O)Nc2cccc(C(=O)O)c2)c1C
 : 0.9	7	4	2	7	4	1	26	6
> CCCCOC(=O)n1ccc(C(=O)Nc2ccccc2OC)n1
 : -0.9	-20	-5	-12	15	22	4	30	9
> COc1ccc(C(=O)Oc2cc(C)[nH]c(=O)c2[N+](=O)[O-])cc1
 : 2.3	1	3	0	10	10	-3	34	5
> Cc1cccc(NCC(=O)N/N=C\c2ccc[nH]2)c1
 : -1.7	-2	-4	-4	2	7	x	-41	12
> O=C(Nc1ccn(-c2ccccc2)n1)c1ccc(Cl)cc1
 : 3.8	-48	8	-13	-4	11	5	-54	4
> COc1ccc(/C=N/NC(=O)c2ccc(CN3c4cccc5cccc(c45)S3(=O)=O)cc2)cc1
 : -0.3	-10	-2	-1	-4	7	5	-43	1
> Cc1ccccc1N/C(SCc1ccc(Cl)cc1)=C(/C#N)C(N)=O
 : -1.6	-60	7	11	4	8	3	-4	8
> Cc1cccc(NC(=O)C23CCC(C)(/C(=N/O)C2)C3(C)C)c1 (stereo unspecified)
 : 0.6	-6	2	-6	0	6	-2	6	0
> Cc1ccn2c(Nc3ccccc3C)c(-c3cccnc3)nc2c1
 : 3.1	61*	-1	-5	53*	3	0	23	1
> Cc1ccccc1C(=O)c1cccn1CC(=O)NCC1CCCO1 (stereo unspecified)
 : 1.2	1	3[fluorescence artefact?]	-3	-19	11	-2	5	-5
> COC(=O)c1cc(OC)c(OC)cc1NCC(=O)Nc1cccc(C(F)(F)F)c1
 : -0.7	-4	3	-3	10	12	0	-17	2
> CCC1CCCCN1C(=S)Nc1ccc(OC(F)F)cc1 (stereo unspecified)
 : 12*	26	-3[fluorescence artefact?]	0	1	3	2	-21	4
> CCCCC(=O)NC(Nc1sc2c(c1C(N)=O)CCCC2)(C(=O)OCC)C(F)(F)F (stereo unspecified)
 : 4.2	-9	3	-3	7	8	3	26	3
> CS(=O)(=O)N1CCN(c2nnc(-c3ccccc3)c3ccccc23)CC1
 : 1.8	-18	17	-14	-6	4	8	-17	-8
> CCN(CC)C(=O)C1=C(C)Nc2nnnn2C1c1cccnc1 (stereo unspecified)
 : -1.3	-5	-4	9	1	11	7	-8	0
> Cc1nc(CN(C)Cc2nc(Cc3ccccc3Cl)no2)cs1
 : 0.7	-8	-3	-11	-2	8	10	-14	7
> CCC1Oc2ccc(C)cc2N(CC(=O)N(Cc2ccc(C)o2)C2CCCC2)C1=O (stereo unspecified)
 : -0.8	23	-4[fluorescence artefact?]	3	1	x	-2	52	1
> Cn1nc(OC(=O)Nc2ccc(F)cc2)cc1C(F)(F)F
 : -3.5	1	-3	7	-4	7	3	-19	4
> CCOc1cc(C(=O)Nc2ccc3c4c(cccc24)C(=O)N3CC)cc(OCC)c1OCC
 : -3.8	-12	59*	-24	-12	12	9	12	-5
> CCOc1ccccc1CN1CCC(O)CC1
 : 3.4	-17	7	-15	5	8	2	-4	0
> CC1CCN(S(=O)(=O)c2cc(C(=O)N3CCN(c4ncccn4)CC3)ccc2Br)CC1
 : 0.7	-26	6[fluorescence artefact?]	-18	-5	8	1	-24	-6
> COc1ccccc1OCc1nc(C#N)c(NCCCn2ccnc2)o1
 : 1.9	16	0	-21	-7	13	-1	5	1
> COc1cccc(-c2cc(-c3cccnc3)nc(N)c2C#N)c1
 : -0.2	-44	-5	-4	-15	25	x	13	2
> COc1cccc(C(=O)Nc2ccccc2OC(F)(F)F)c1
 : 2.4	-11	2	3	-16	3	-5	1	-7

By substructure: the entries above containing an aryl methoxy group
Value order: S1P4 ag	NPY-Y1 PAM-ag	eIF4E-4G inh	S1P4 antagonist	NPY-Y2 PAM-ag	EP2 antag	NPY-Y1 antag	EP2 mod	p97 inhibitor
> COc1ccc(/C(N)=N/OC(=O)CSc2ccccc2)cc1
 : 1.0	-30	-9	-11	-11	8	5	-26	1
> CCOC(=O)C1(C)NC(c2ccc(OC)cc2OC)C2C(=O)N(CC)C(=O)C21 (stereo unspecified)
 : 1.7	6	1	-7	4	7	1	-7	2
> COc1cc2nc(CN(C)Cc3ccc(C(C)(C)C)cc3)[nH]c(=O)c2cc1OC
 : -0.4	12	0	1	-4	5	1	24	0
> CCCCCC(=O)Nc1nc(C)c(-c2csc(Nc3cc(OC)ccc3OC)n2)s1
 : 2.4	-15	-3	-9	-15	3	3	12	-7
> COc1ccc(/C=C/C(=O)Nc2ccc(C)cc2)cc1S(=O)(=O)N1CCOCC1
 : 0.2	-7	-7	4	2	8	x	18	-1
> COc1ccc(NC(=O)c2ccccc2)cc1NS(=O)(=O)c1ccc(F)cc1
 : 2.5	-15	2[fluorescence artefact?]	6	11	3	1	-5	5
> CCCCOC(=O)n1ccc(C(=O)Nc2ccccc2OC)n1
 : -0.9	-20	-5	-12	15	22	4	30	9
> COc1ccc(C(=O)Oc2cc(C)[nH]c(=O)c2[N+](=O)[O-])cc1
 : 2.3	1	3	0	10	10	-3	34	5
> COc1ccc(/C=N/NC(=O)c2ccc(CN3c4cccc5cccc(c45)S3(=O)=O)cc2)cc1
 : -0.3	-10	-2	-1	-4	7	5	-43	1
> COC(=O)c1cc(OC)c(OC)cc1NCC(=O)Nc1cccc(C(F)(F)F)c1
 : -0.7	-4	3	-3	10	12	0	-17	2
> COc1ccccc1OCc1nc(C#N)c(NCCCn2ccnc2)o1
 : 1.9	16	0	-21	-7	13	-1	5	1
> COc1cccc(-c2cc(-c3cccnc3)nc(N)c2C#N)c1
 : -0.2	-44	-5	-4	-15	25	x	13	2
> COc1cccc(C(=O)Nc2ccccc2OC(F)(F)F)c1
 : 2.4	-11	2	3	-16	3	-5	1	-7

An excerpt from above in order of length of the SMILES, rising.
Value order: S1P4 ag	NPY-Y1 PAM-ag	eIF4E-4G inh	S1P4 antagonist	NPY-Y2 PAM-ag	EP2 antag	NPY-Y1 antag	EP2 mod	p97 inhibitor
> Cc1cccc(NC(=O)C23CCC(C)(/C(=N/O)C2)C3(C)C)c1 (stereo unspecified)
 : 0.6	-6	2	-6	0	6	-2	6	0
> COC(=O)c1cc(OC)c(OC)cc1NCC(=O)Nc1cccc(C(F)(F)F)c1
 : -0.7	-4	3	-3	10	12	0	-17	2
> CCC1Oc2ccc(C)cc2N(CC(=O)N(Cc2ccc(C)o2)C2CCCC2)C1=O (stereo unspecified)
 : -0.8	23	-4[fluorescence artefact?]	3	1	x	-2	52	1

An excerpt. The share of hits here may be higher or lower than overall.
